Screens as filed in PubChem BioAssay.
MazEF act: activators of E. coli MazEF toxin-antitoxin RNase | P0AE70 | FAM/BHQ RNA-DNA oligo cleavage fluorescence, 5 h | activation, % at 20 µM | 350,000 compounds, 0.32% hits | AID 504720; in the data active = activation above about 50%
Vc quorum ag: quorum light induction in luxS cqsA deficient V. cholerae; activation, % at 18.7 µM; 350,000 compounds, 0.16% hits; V. cholerae BH1578 lux reporter, luminescence, 6 h; in the data active = activation mostly above about 9.7%, no sharp cut-off; note: not every result past the cut was called active; inactives centre near 0; reference of the scale not given here
Rv3671c protease: inhibits the M. tuberculosis serine protease Rv3671c; AID 2606; inhibition, % at 5.96 µM; 320,000 compounds, 0.048% hits; in the data active = inhibition above about 38%;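 note: extracellular domain of Rv3671c used as enzyme; 0% = enzyme with DMSO and 100% = no enzyme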
SSB-PriA inh: blocks PriA binding to SSB C-terminal tail; AlphaScreen SSBct-PriA binding, biotinylated peptide; inhibition, % at 33 µM; AID 1272365; 430,000 compounds, 0.6% hits; in the data active = inhibition mostly above about 37%, no sharp cut-off; inactive = mostly below about 20%;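 note: plate controls were negative control peptide for no effect and reference peptide for full effect; strong numbers were not always called active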
3CLpro inhibitor: SARS-CoV 3CLpro protease inhibition; 290,000 compounds, 0.14% hits; inhibition, % at 6 µM; recombinant SARS-CoV 3CLpro, quenched FRET peptide cleavage; AID 1706; in the data active = inhibition above about 12%
VHR inh abs: DUSP3 (human) phosphatase inhibition | AID 1654 | 290,000 compounds, 0.52% hits | recombinant VHR phosphatase, pNPP absorbance | P51452 | inhibition, % at 13.3 µM; in the data active = inhibition above about 50%; note: some compounds called inactive have numbers as strong as hits
Y pestis TopoI: Y. pestis Topo-I inhibition via cleavage products; Y. pestis Topo-I cleavage product accumulation, plate reader; activity, % at 10 µM; 360,000 compounds, 0.064% hits; in the data active = activity above about 50%, passing the limit was not always enough; note: inactives centre near 2
PrPC surface inh: inhibitors of human cell surface prion protein PrPC; 370,000 compounds, 0.43% hits; P04156; inhibition, % at 13.8 µM; TR-FRET read-out; AID 720596; in the data active = inhibition above about 24%; note: 0% = median of the test wells and 100% = reference compound wells
TcdB inh: TcdB glycohydrolase inhibition; P18177; TcdB glycohydrolase enzymatic assay, plate reader; inhibition, % at 9.99 µM; 350,000 compounds, 0.24% hits; in the data active = inhibition above about 10%
Target sequence (P18177 whole entry, looked up): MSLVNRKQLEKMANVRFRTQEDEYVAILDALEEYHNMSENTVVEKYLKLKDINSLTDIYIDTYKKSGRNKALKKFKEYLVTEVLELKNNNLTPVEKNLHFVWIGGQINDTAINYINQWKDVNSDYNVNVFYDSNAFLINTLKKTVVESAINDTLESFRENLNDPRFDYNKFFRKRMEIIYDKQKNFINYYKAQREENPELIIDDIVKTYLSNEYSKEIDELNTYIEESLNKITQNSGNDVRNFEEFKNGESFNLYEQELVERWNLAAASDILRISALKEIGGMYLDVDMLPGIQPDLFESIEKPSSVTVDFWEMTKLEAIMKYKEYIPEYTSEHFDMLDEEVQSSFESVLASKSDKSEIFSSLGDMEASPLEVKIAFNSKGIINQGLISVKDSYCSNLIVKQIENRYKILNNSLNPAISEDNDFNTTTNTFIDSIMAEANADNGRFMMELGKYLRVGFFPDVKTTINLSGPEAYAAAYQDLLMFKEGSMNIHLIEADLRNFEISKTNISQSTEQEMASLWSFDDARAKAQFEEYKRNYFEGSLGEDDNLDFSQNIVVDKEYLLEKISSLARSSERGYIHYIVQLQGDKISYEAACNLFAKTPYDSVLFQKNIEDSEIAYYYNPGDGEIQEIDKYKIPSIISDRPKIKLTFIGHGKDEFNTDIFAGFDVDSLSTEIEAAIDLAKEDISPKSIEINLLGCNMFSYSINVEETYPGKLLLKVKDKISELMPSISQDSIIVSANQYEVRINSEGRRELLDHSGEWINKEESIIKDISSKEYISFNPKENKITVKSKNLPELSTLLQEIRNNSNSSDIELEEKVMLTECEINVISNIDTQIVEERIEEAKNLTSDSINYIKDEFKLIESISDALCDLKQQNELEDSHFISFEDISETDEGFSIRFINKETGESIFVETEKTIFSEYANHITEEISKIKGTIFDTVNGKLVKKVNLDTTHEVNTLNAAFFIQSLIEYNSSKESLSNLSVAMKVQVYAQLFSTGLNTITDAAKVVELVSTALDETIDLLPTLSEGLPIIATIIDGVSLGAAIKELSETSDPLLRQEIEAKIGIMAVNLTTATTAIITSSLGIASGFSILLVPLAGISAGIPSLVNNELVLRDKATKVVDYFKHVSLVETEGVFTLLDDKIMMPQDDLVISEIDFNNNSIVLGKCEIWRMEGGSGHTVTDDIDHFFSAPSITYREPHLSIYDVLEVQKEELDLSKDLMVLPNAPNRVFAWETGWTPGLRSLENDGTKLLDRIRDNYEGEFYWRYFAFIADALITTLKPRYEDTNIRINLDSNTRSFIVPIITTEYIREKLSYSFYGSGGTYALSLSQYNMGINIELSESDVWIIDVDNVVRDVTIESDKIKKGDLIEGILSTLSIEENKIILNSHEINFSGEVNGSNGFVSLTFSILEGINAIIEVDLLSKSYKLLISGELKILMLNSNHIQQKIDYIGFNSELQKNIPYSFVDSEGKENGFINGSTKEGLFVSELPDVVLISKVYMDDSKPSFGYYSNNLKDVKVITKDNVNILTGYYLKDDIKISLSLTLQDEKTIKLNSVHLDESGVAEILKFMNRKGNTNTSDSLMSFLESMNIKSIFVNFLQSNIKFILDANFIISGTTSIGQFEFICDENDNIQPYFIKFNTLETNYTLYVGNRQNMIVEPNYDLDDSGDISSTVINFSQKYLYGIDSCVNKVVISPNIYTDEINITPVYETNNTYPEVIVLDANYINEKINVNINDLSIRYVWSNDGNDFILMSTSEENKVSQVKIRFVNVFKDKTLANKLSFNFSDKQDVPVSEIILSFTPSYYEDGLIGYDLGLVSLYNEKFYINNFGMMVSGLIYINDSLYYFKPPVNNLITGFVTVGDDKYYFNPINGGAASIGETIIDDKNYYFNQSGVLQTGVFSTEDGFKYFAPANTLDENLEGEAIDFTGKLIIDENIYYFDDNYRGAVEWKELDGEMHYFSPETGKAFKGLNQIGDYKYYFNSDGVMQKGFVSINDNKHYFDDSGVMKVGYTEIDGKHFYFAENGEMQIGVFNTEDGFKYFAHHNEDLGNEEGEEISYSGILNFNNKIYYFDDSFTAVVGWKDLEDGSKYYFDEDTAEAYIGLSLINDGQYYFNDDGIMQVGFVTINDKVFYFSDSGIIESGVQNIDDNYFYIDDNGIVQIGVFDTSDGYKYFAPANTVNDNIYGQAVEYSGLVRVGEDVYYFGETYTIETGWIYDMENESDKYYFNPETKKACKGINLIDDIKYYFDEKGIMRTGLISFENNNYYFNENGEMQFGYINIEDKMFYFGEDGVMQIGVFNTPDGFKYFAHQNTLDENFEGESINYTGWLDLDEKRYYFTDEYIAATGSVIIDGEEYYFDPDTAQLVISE
CCHF vOTU inh: CCHFV vOTU protease inhibition; AID 651958; Pep-AMC fluorescence; 370,000 compounds, 0.55% hits; inhibition, % at 11.5 µM; in the data active = inhibition above about 30%; note: 0% = vehicle wells with enzyme and 100% = no enzyme wells
* hit, by the source's call. An excerpt (hit frequency here may not be typical).

For COc1cc(CN2CCN(C(=O)c3cccc4ccccc34)CC2)cc(OC)c1O the results were MazEF act -18, Vc quorum ag inactive, Rv3671c protease -1, SSB-PriA inh 2, 3CLpro inhibitor -6, VHR inh abs -8, Y pestis TopoI -6, PrPC surface inh -4, TcdB inh -1.2 and CCHF vOTU inh 5.
`CN(C)CCNc1nc(Oc2ccccc2)c2sccc2n1` gave Vc quorum ag 0.7, Y pestis TopoI -4, PrPC surface inh -7, TcdB inh 0.3 and CCHF vOTU inh 0.
COc1ccccc1C1/C(=C(/O)c2ccccc2)C(=O)C(=O)N1CC(C)O (configuration not stated) was read as MazEF act -3, Vc quorum ag 3.2, Rv3671c protease -5, 3CLpro inhibitor 1, VHR inh abs 29, Y pestis TopoI 0, PrPC surface inh 1 and CCHF vOTU inh 7.
Screening Cc1ccc2sc3ccc(NC(=O)c4ccccc4Cl)cc3c(=O)c2c1 returned MazEF act -5, Vc quorum ag inactive, Rv3671c protease -105, SSB-PriA inh -28, 3CLpro inhibitor 0, VHR inh abs 10, Y pestis TopoI -10, PrPC surface inh 1 and CCHF vOTU inh -6.
`O=S(=O)(c1ccccc1)N1CCN(CCc2ccccc2)CC1` gave MazEF act -9, Vc quorum ag -0.5, Rv3671c protease 5, SSB-PriA inh 2, 3CLpro inhibitor 1, VHR inh abs 21, Y pestis TopoI 4, PrPC surface inh -6, TcdB inh 1.9 and CCHF vOTU inh -14.
For CN1C2CCC1CC(NS(=O)(=O)c1cccc(C(F)(F)F)c1)C2 (configuration not stated) the results were MazEF act 4, Vc quorum ag -0.7, Rv3671c protease -6, SSB-PriA inh 1, 3CLpro inhibitor 0, VHR inh abs 5, Y pestis TopoI -1, PrPC surface inh -3, TcdB inh 1.4 and CCHF vOTU inh 3.
Screening C=CCN1C(=O)/C(=C2/Sc3ccc(OC)cc3N2CC)SC1=S returned MazEF act 752*, Vc quorum ag -0.8, Rv3671c protease -5, SSB-PriA inh -12, 3CLpro inhibitor 0, VHR inh abs 18, Y pestis TopoI -2, PrPC surface inh 4, TcdB inh 0.7 and CCHF vOTU inh -7.
Cc1ccc(NC(=O)C(=O)C2C(=O)Nc3ccccc32)cc1 (configuration not stated) was read as MazEF act 1, Vc quorum ag 0.0, Rv3671c protease -2, SSB-PriA inh -4, 3CLpro inhibitor 1, VHR inh abs 27, Y pestis TopoI -3, PrPC surface inh -2, TcdB inh 1.0 and CCHF vOTU inh -8.
COc1cc(OC)cc(N2C(=O)CSCC2=O)c1 was read as MazEF act 2, Vc quorum ag -0.4, Rv3671c protease -6, SSB-PriA inh -14, 3CLpro inhibitor 1, VHR inh abs 17, Y pestis TopoI -3, PrPC surface inh 0, TcdB inh -0.3 and CCHF vOTU inh -11.
Screening CSCC(C)N1CCC(CCC(=O)NC2CC2)CC1 (configuration not stated) returned MazEF act -1, Vc quorum ag -0.3, Rv3671c protease 2, SSB-PriA inh 10, 3CLpro inhibitor -5, VHR inh abs -14, Y pestis TopoI -1, PrPC surface inh -5, TcdB inh -0.1 and CCHF vOTU inh -1.
`Cc1cc(Cl)ccc1OC(C)C(=O)NCCCCc1ccccc1` (configuration not stated) gave MazEF act -3, Vc quorum ag inactive, Rv3671c protease 5, SSB-PriA inh -43, 3CLpro inhibitor 5, VHR inh abs 3, Y pestis TopoI 0, PrPC surface inh -3 and CCHF vOTU inh 11.
CS(=O)(=O)N1CCC(C(=O)NCc2ccc(F)cc2Cl)CC1 was read as MazEF act -12, Vc quorum ag inactive, Rv3671c protease -1, SSB-PriA inh -9, 3CLpro inhibitor 2, VHR inh abs -13, Y pestis TopoI -1, PrPC surface inh 1, TcdB inh -1.0 and CCHF vOTU inh 6.
For CCCCCn1c(CCC(=O)Oc2ccccc2OC)nc2c1c(=O)[nH]c(=O)n2CCCC the results were MazEF act 9, Vc quorum ag inactive, Rv3671c protease 2, SSB-PriA inh -1, 3CLpro inhibitor -1, VHR inh abs -8, Y pestis TopoI -4, PrPC surface inh 1 and CCHF vOTU inh 4.
CCOc1ccccc1CN1C(=O)NC(C)(c2ccccc2)C1=O (configuration not stated) was read as MazEF act -2, Vc quorum ag 0.0, Rv3671c protease -11, SSB-PriA inh -46, 3CLpro inhibitor -3, VHR inh abs 6, Y pestis TopoI -1, PrPC surface inh 0 and CCHF vOTU inh -12.
For O=C(Nc1ccc(Cl)cc1)C1C2CCC3C(CCC21)C3(Cl)Cl (configuration not stated) the results were MazEF act -29, Vc quorum ag inactive, SSB-PriA inh -1, 3CLpro inhibitor 5, VHR inh abs -3, Y pestis TopoI -2, PrPC surface inh 7 and CCHF vOTU inh 3.
For Cc1cc(C)cc(NC(=O)COC(=O)COc2cccc3c2OC(C)(C)C3)c1 the results were MazEF act 0, Vc quorum ag 2.9, Rv3671c protease -7, SSB-PriA inh -9, Y pestis TopoI 14, PrPC surface inh -2, TcdB inh -1.9 and CCHF vOTU inh 11.
Screening c1ccc(-c2nnc(NC3=NCCC3)o2)cc1 returned MazEF act 9, Vc quorum ag -1.4, Rv3671c protease 4, SSB-PriA inh -9, 3CLpro inhibitor 2, VHR inh abs 26, Y pestis TopoI 4, PrPC surface inh -3, TcdB inh 0.7 and CCHF vOTU inh 14.
Screening CC=C(C)C(=O)OC1CCN2CC=C(COC(=O)C(O)(C(C)OC)C(C)(C)O)C12 (configuration not stated) returned MazEF act 2, Vc quorum ag -0.4, SSB-PriA inh -13, Y pestis TopoI 2, PrPC surface inh -9, TcdB inh 1.5 and CCHF vOTU inh -5.
`CN(/N=C/C=C/c1ccccc1)c1cc(=O)n(C)c(=O)[nH]1` gave MazEF act 8, Vc quorum ag -0.6, Rv3671c protease -7, 3CLpro inhibitor -3, VHR inh abs 8, Y pestis TopoI 3, PrPC surface inh -12, TcdB inh 0.0 and CCHF vOTU inh 32*.
For COc1ccc(N2CC(O)=C(c3nc(-c4ccc(Br)cc4)cs3)C2=N)cc1 the results were MazEF act 22, Vc quorum ag inactive, Rv3671c protease -3, SSB-PriA inh -15, 3CLpro inhibitor -2, VHR inh abs 8, Y pestis TopoI 8, PrPC surface inh -3, TcdB inh 2.6 and CCHF vOTU inh 10.
COc1ccc(-c2[nH]ncc2CN(C)Cc2nonc2C)c(OC)c1 was read as MazEF act -2, Vc quorum ag -0.3, Rv3671c protease -1, SSB-PriA inh 2, 3CLpro inhibitor 0, VHR inh abs -4, Y pestis TopoI -6, PrPC surface inh -6, TcdB inh 0.6 and CCHF vOTU inh -2.
COC(=O)c1sc2nc(-c3ccco3)ccc2c1N was read as MazEF act 5, Vc quorum ag -0.3, Rv3671c protease 5, SSB-PriA inh -11, 3CLpro inhibitor 4, VHR inh abs 15, Y pestis TopoI -14, PrPC surface inh -10 and CCHF vOTU inh 11.
Screening O=C(COc1cccc(Cl)c1)N/N=C\c1cc2ccccc2nc1Cl returned MazEF act 148*, Vc quorum ag -0.8, Rv3671c protease 2, 3CLpro inhibitor -1, VHR inh abs -8, Y pestis TopoI -2, PrPC surface inh -1 and CCHF vOTU inh 7.
`CCN1CCN(C(=O)c2cc3cc4ccc(OC)cc4nc3s2)CC1` gave MazEF act -11, Vc quorum ag -1.9, Rv3671c protease 2, SSB-PriA inh -9, 3CLpro inhibitor -5, VHR inh abs 0, Y pestis TopoI 1, PrPC surface inh -43 and CCHF vOTU inh -120.
Screening CC1(C(=O)NCc2ccc3c(c2)OCO3)CCN1C(=O)CC1CCCC1 (configuration not stated) returned Vc quorum ag -1.3, Y pestis TopoI -1, PrPC surface inh 3, TcdB inh -0.7 and CCHF vOTU inh -8.
`O=C(O)c1ccccc1NS(=O)(=O)c1cccc(N=Nc2c(O)[nH]c(=S)[nH]c2=O)c1` gave MazEF act 1, Vc quorum ag inactive, SSB-PriA inh -2, Y pestis TopoI -3, PrPC surface inh -11, TcdB inh 1.7 and CCHF vOTU inh 11.
COc1cc(NC(=O)c2ccco2)c(C(=O)OCC(=O)c2c[nH]c3ccccc23)cc1OC was read as MazEF act -5, Vc quorum ag 0.6, Rv3671c protease -121, SSB-PriA inh -7, 3CLpro inhibitor 3, VHR inh abs 5, Y pestis TopoI 12, PrPC surface inh -3 and CCHF vOTU inh -12.
Cc1nn(-c2ccccn2)c2nc(-c3cccs3)cc(C(=O)NCc3ccco3)c12 was read as MazEF act -4, Vc quorum ag inactive, Rv3671c protease 1, SSB-PriA inh -7, 3CLpro inhibitor 2, VHR inh abs 33, Y pestis TopoI 2, PrPC surface inh -14 and CCHF vOTU inh -55.
Screening O=C(NCC(=O)N1CCN(c2ncccn2)CC1)c1ccccc1F returned MazEF act 1, Vc quorum ag 0.9, Rv3671c protease -3, SSB-PriA inh -9, Y pestis TopoI 6, PrPC surface inh 1, TcdB inh 3.0 and CCHF vOTU inh -10.
Cc1cc(Cl)ccc1OCC(=O)NNC(=O)C1CSC2(C)CCC(=O)N12 (configuration not stated) was read as MazEF act -9, Vc quorum ag inactive, Rv3671c protease -1, SSB-PriA inh -15, Y pestis TopoI 9, PrPC surface inh 2, TcdB inh -2.5 and CCHF vOTU inh -2.
Screening COc1ccc(Cc2nnc(N/N=C/c3ccc(O)cc3O)[nH]c2=O)cc1OC returned MazEF act 7, Vc quorum ag -0.1, Rv3671c protease 3, 3CLpro inhibitor 2, VHR inh abs -2, Y pestis TopoI -5, PrPC surface inh -2, TcdB inh -19 and CCHF vOTU inh 0.
`CC(=O)N1CCN(C(=O)c2ccc(Cl)c(S(=O)(=O)N3CCCC3)c2)CC1` gave MazEF act 4, Rv3671c protease 1, SSB-PriA inh 0, Y pestis TopoI -4, PrPC surface inh -3, TcdB inh 0.6 and CCHF vOTU inh 14.
Screening CCOC(=O)C1(Cc2cccc(OC)c2)CCN(Cc2ccon2)CC1 returned MazEF act 17, Vc quorum ag -0.4, Rv3671c protease 6, SSB-PriA inh 10, 3CLpro inhibitor 0, VHR inh abs 21, Y pestis TopoI -9, PrPC surface inh -4, TcdB inh 1.0 and CCHF vOTU inh 14.
`Cc1c(-n2cc(C(=O)c3cc(Cl)ccc3O)cc(C#N)c2=O)c(=O)n(-c2ccccc2)n1C` gave MazEF act -45, Vc quorum ag -12, Rv3671c protease -1, SSB-PriA inh -6, 3CLpro inhibitor 1, VHR inh abs 7, Y pestis TopoI 7 and TcdB inh 1.3.
For S=C(NC1CC1)NC1CCCc2ccccc21 (configuration not stated) the results were MazEF act -18, Vc quorum ag -0.2, Rv3671c protease -2, SSB-PriA inh -4, 3CLpro inhibitor -4, VHR inh abs -8, Y pestis TopoI -9, PrPC surface inh 2, TcdB inh 1.6 and CCHF vOTU inh -2.
Screening Cn1c(SCc2ccc(Br)cc2)nnc1-c1ccccn1 returned MazEF act 0, Vc quorum ag -0.1, Rv3671c protease 3, SSB-PriA inh -7, 3CLpro inhibitor -1, VHR inh abs 13, Y pestis TopoI 12, PrPC surface inh 3, TcdB inh 1.8 and CCHF vOTU inh -14.

4 entries drawn at random from those above:
For Cc1cc(C)cc(NC(=O)COC(=O)COc2cccc3c2OC(C)(C)C3)c1 the results were MazEF act 0, Vc quorum ag 2.9, Rv3671c protease -7, SSB-PriA inh -9, Y pestis TopoI 14, PrPC surface inh -2, TcdB inh -1.9 and CCHF vOTU inh 11.
For CCCCCn1c(CCC(=O)Oc2ccccc2OC)nc2c1c(=O)[nH]c(=O)n2CCCC the results were MazEF act 9, Vc quorum ag inactive, Rv3671c protease 2, SSB-PriA inh -1, 3CLpro inhibitor -1, VHR inh abs -8, Y pestis TopoI -4, PrPC surface inh 1 and CCHF vOTU inh 4.
`CCN1CCN(C(=O)c2cc3cc4ccc(OC)cc4nc3s2)CC1` gave MazEF act -11, Vc quorum ag -1.9, Rv3671c protease 2, SSB-PriA inh -9, 3CLpro inhibitor -5, VHR inh abs 0, Y pestis TopoI 1, PrPC surface inh -43 and CCHF vOTU inh -120.
Cc1nn(-c2ccccn2)c2nc(-c3cccs3)cc(C(=O)NCc3ccco3)c12 was read as MazEF act -4, Vc quorum ag inactive, Rv3671c protease 1, SSB-PriA inh -7, 3CLpro inhibitor 2, VHR inh abs 33, Y pestis TopoI 2, PrPC surface inh -14 and CCHF vOTU inh -55.
